Bioassay records from PubChem.
FEN1 inhibitor = qHTS Assay for the Inhibitors of Human Flap endonuclease 1 (FEN1); P39748; Recombinant FEN1 flap cleavage, fluorescence, 15 min; Potency, µM (doses to about 114 µM), without a hit: top-dose activity change, negative = inhibition, most hits filed as inhibitors; 390,000 tested, 0.35% active; AID 588795, 2011; note: nearly all actives have a fitted effect of over 65% in size
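FEN1 at 10 nM, compound pretreatment for 15 min (room temperature), 50 nM final substrate to initiate; endpoint reads at 0 and 15 min; DMSO-only plates used as vehicle background.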
N370S GC mod = qHTS Assay for Inhibitors and Activators of N370S glucocerebrosidase as a Potential Chaperone Treatment of Gaucher Disease; Lysosomal acid glucosylceramidase (Homo sapiens), P04062; N370S GC spleen homogenate, 4MU-glucoside fluorescence; Potency, µM (titrated, usually from 59.4 µM), for the others: at the highest dose activity change, negative = inhibition, usual class: inhibitors; 330,000 tested, 0.092% active;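 note: 0% = full enzyme activity and -100% = no enzyme basal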
GCN5L2 inh = qHTS Assay for Inhibitors of GCN5L2 | 390,000 tested, 0.21% active | GCN5L2 HAT assay, ThioGlo1 CoA-SH fluorescence | Potency, µM (top dose mostly 58.9 µM), for the others: top-dose activity change, negative = inhibition, hits mostly inhibitors | Histone acetyltransferase KAT2A (Homo sapiens), Q92830
Target sequence (Q92830 whole entry, looked up): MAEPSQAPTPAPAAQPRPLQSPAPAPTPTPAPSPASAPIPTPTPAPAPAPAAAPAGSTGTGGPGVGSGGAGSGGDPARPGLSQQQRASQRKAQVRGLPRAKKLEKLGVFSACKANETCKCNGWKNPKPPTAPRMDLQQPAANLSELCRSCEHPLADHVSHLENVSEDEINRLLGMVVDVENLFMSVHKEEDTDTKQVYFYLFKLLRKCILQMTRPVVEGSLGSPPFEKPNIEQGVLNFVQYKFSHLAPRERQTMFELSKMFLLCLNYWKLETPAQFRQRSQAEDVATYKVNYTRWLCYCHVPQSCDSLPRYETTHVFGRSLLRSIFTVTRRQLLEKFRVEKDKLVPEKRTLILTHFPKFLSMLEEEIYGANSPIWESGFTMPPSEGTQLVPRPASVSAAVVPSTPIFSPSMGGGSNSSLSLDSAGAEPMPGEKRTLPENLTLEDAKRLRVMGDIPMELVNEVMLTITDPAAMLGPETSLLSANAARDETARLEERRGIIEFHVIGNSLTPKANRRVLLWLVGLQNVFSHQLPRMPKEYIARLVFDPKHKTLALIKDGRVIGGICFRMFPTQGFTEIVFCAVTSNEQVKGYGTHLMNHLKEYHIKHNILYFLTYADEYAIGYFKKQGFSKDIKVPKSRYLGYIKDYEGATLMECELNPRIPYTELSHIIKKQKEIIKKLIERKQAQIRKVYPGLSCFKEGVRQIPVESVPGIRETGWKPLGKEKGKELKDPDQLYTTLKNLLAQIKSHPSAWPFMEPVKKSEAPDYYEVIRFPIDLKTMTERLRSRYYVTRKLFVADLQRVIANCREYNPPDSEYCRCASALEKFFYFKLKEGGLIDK
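Preincubate 20nM GCN5L2 with compound 15 min, RT → add 50uM ThioGlo1 + 75uM H3(1-25) + 70uM acetyl-CoA → read fluorescence 0 and 20 min. Primary qHTS; fluorescent artifacts likely.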
Numbers without * were called inactive; ? = inconclusive; nt = no result given; & = joins results of further samples; [ ] = dose if it differs, or a comment. Calls come from the whole dose curve; as a rule, active = well fitted curve in the direction sought with a large enough effect; inconclusive = small, poorly fitted or top-dose-only effect, or another doubt; inactive = no such curve, though single readings can be large; an effect the other way counts as inactive or inconclusive. Unless noted, % is set by controls: 0 for no effect and ±100 for the full control effect; potency is the fitted concentration of half-maximal effect.

SMILES | FEN1 inhibitor | N370S GC mod | GCN5L2 inh
Cc1nn(Cc2ccc(C(=O)n3cccn3)o2)c(C)c1Br | -3% | 6% | -1%
CCn1c(=O)cc(OCC(=O)N(C)c2ccccc2F)c2ccccc21 | 20% | -1% | -6%
CCC(=O)c1ccc(OCC(O)CN2CCc3ccccc3C2)cc1 (stereo not drawn) | 21% | 1% | -4%
CCCCN(CCCC)C(=O)CN(C)S(=O)(=O)c1ccc2c(c1)n(C)c(=O)c(=O)n2C | 1% | -1% | 1%
CCOC(=O)C(C(=O)OCC)C(Nc1ccc(Br)cc1)c1ccccc1 (stereo not drawn) | -7% | 5% | -4%
CN(CC1CCCO1)S(=O)(=O)c1ccc(C(=O)NCc2ccccc2)cc1 (stereo not drawn) | 5% | -1% | -8%
Nc1nc(-c2ccccc2)[nH]c(=O)c1N | ? | 5% | -3%
COc1ccc(-c2c(NC(=O)c3ccco3)oc3ccccc3c2=O)cc1OC | 18% | -2% | ?
CCC(=O)c1cn(CC(=O)Nc2ccc(C)cc2)c2ccccc12 | -1% | ? | 1%
Cc1cnc(C(=O)OCc2cc(=O)n3c(C)cccc3n2)cn1 | 14% | nt | -3%
CCOC(=O)n1c(=O)oc2ccc(Cl)cc21 | -2% | 1% | -1%
CCN1CCN(C(=O)c2ccc3c(c2)N(Cc2ccc(F)cc2)C(=O)c2ccccc2S3=O)CC1 (stereo not drawn) | 0% | 19% | -2%
COc1ccc(NC(=O)c2cccc(S(=O)(=O)NCc3ccccc3)c2)cc1S(N)(=O)=O | -13% | nt | -9%
CC1(C)CSC(=NCCc2ccccc2)N1C(=O)c1ccc(C#N)cc1 | 14% | -5% | 0%
COc1ccc(N2CCN(C(=O)c3ccccc3F)CC2)c([N+](=O)[O-])c1 | 2% | 2% | -7%

Given with two lines to a compound: 4 of the compounds above
The line under a structure holds: FEN1 inhibitor | N370S GC mod | GCN5L2 inh
- CCC(=O)c1ccc(OCC(O)CN2CCc3ccccc3C2)cc1 (stereo not drawn)
 : 21% | 1% | -4%
- CCCCN(CCCC)C(=O)CN(C)S(=O)(=O)c1ccc2c(c1)n(C)c(=O)c(=O)n2C
 : 1% | -1% | 1%
- CCOC(=O)C(C(=O)OCC)C(Nc1ccc(Br)cc1)c1ccccc1 (stereo not drawn)
 : -7% | 5% | -4%
- CN(CC1CCCO1)S(=O)(=O)c1ccc(C(=O)NCc2ccccc2)cc1 (stereo not drawn)
 : 5% | -1% | -8%

(cont.)
SMILES | FEN1 inhibitor | N370S GC mod | GCN5L2 inh
C=CCn1c(SCC(=O)Nc2cc(C)cc(C)c2)nnc1-c1cnccn1 | 2% | -15% | -2%
COc1ccc(/C=C/C(=O)NCCCN2CCCCCC2)cc1 | -10% | 1% | 9%
N#C/C(=C\c1ccc(OC(=O)c2cccs2)cc1)c1nc2ccccc2[nH]1 | 1% | 12% | -12%
CC1CCCC(C)N1C(=O)CCN1C(=O)C2C3C=CC(C3)C2C1=O (stereo not drawn) | 1% | 0% | 3%
O=C(NCc1ccccc1)C(=O)NCC(c1cccs1)S(=O)(=O)c1ccccc1 (stereo not drawn) | 7% | nt | -3%
N=c1ccn(Cc2ccc(F)cc2)cc1 | 18% | -19% | -5%
CCCCc1ccc(NC(=O)CSc2nc(=O)n(CCCN3CCOCC3)c3c2CCC3)cc1 | -1% | ? | -13%
C=CCn1c(N)nc2ccccc21 | 0% | -2% | -1%
CCOc1ccc(-n2c(SCc3cc(=O)oc4cc(C)c(C(C)C)cc34)nnc2-c2cccnc2)cc1 | -7% | -5% | 2%
NC(=O)CSCc1nc2ccccc2s1 | -3% | 3% | -12%
CC1CCCC(NC(=O)COc2ncnc3ccccc23)C1C (stereo not drawn) | -2% | nt | -4%
CC(=O)c1ccc(OCCCC(=O)n2nnc3ccccc32)cc1 | 5% | 1% | -3%
CCOC(=O)CC(NC(=O)c1ccccc1)c1ccc(OC)cc1 (stereo not drawn) | -3% | -5% | -3%
NCCCC[C@H](NC(=O)C1CCNCC1)c1nnc([C@@H](N)CO)o1 | 17% | -5% | 1%
COc1cccc(CNC(=O)CN(c2ccc(C)cc2)S(=O)(=O)N(C)C)c1OC | 21% | nt | 1%
CCN1C(=S)N[C@@H](CCc2ccccc2)[C@H](C(=O)OC)[C@H]1C | 20% | 2%&-21% | 10%&-5%
Cc1ccc2c(c1)N(CCC(=O)NCc1ccc(F)cc1)C(=O)CO2 | 1% | nt | -1%
N#C/C(=C/c1ccc(CNS(=O)(=O)c2ccccc2)o1)C(=O)NCc1ccccc1 | -14% | -24% | -5%
COc1cccc(CNc2ccc(Br)cn2)c1O | 3% | 1% | ?
CCCc1nnc(SCC(=O)N2CCCCC2C)n1CCCOC (stereo not drawn) | -5% | -14% | -9%
CC(=O)c1c(C)[nH]c(C(=O)CSc2nnc(CN3CCCCCC3=O)n2-c2ccccn2)c1C | 10% | -9% | 0%
Cc1ccsc1C(=O)N1CCN(c2ncccn2)CC1 | -4% | nt | -4%
COC(=O)CN1C(=S)N(c2ccc(F)cc2)C(=O)C1CC(=O)Nc1ccc(OC)cc1 (stereo not drawn) | -17% | -5% | 0%
COc1ccc(OC)c(CNC(=O)CN2CC(C)Sc3ccccc32)c1 (stereo not drawn) | 13% | nt | -14%
Cn1ncc2c(Nc3cccc(C#N)c3)ncnc21 | 10% | nt | 0%
Cc1ccc(N(CC(=O)O)S(C)(=O)=O)cc1 | -12% | -14% | -1%
Cc1ccc(N2C(=O)c3cccc4c(N5CCN(C)CC5)ccc(c34)C2=O)c2cccnc12 | -7% | -3% | 1%
CCOC(=O)C1=C(O)CSC1=Nc1ccccc1 | -4% | -17%[2.35 µM] | 0%
COc1ccc(-n2nnc3c(SCC(=O)c4ccccc4)ncnc32)cc1 | -2% | 5% | -8%
CCOc1ccc(NC(=O)c2c[nH]n3c(=O)cc(C4CCN(C(=O)OC(C)(C)C)CC4)nc23)cc1 | ? | 6% | -16%

Compounds shown so far with a halogen (10):
SMILES | FEN1 inhibitor | N370S GC mod | GCN5L2 inh
Cc1nn(Cc2ccc(C(=O)n3cccn3)o2)c(C)c1Br | -3% | 6% | -1%
CCn1c(=O)cc(OCC(=O)N(C)c2ccccc2F)c2ccccc21 | 20% | -1% | -6%
CCOC(=O)C(C(=O)OCC)C(Nc1ccc(Br)cc1)c1ccccc1 (stereo not drawn) | -7% | 5% | -4%
CCOC(=O)n1c(=O)oc2ccc(Cl)cc21 | -2% | 1% | -1%
CCN1CCN(C(=O)c2ccc3c(c2)N(Cc2ccc(F)cc2)C(=O)c2ccccc2S3=O)CC1 (stereo not drawn) | 0% | 19% | -2%
COc1ccc(N2CCN(C(=O)c3ccccc3F)CC2)c([N+](=O)[O-])c1 | 2% | 2% | -7%
N=c1ccn(Cc2ccc(F)cc2)cc1 | 18% | -19% | -5%
Cc1ccc2c(c1)N(CCC(=O)NCc1ccc(F)cc1)C(=O)CO2 | 1% | nt | -1%
COc1cccc(CNc2ccc(Br)cn2)c1O | 3% | 1% | ?
COC(=O)CN1C(=S)N(c2ccc(F)cc2)C(=O)C1CC(=O)Nc1ccc(OC)cc1 (stereo not drawn) | -17% | -5% | 0%

The results go on:
SMILES | FEN1 inhibitor | N370S GC mod | GCN5L2 inh
O=C1OCCC1S(=O)(=O)c1ccc2ccccc2c1 (stereo not drawn) | -5% | -10% | 0%
CCN(CC)CCn1c(NC(=O)c2ccc(C(F)(F)F)cc2)nc2ccccc21 | -7% | 2% | -6%
CCOC(=O)COc1ccc(S(=O)(=O)Nc2ccc(C)cc2)cc1 | 6% | 0% | -6%
Cc1cc(Br)ccc1NC(=O)CN(C)C(=O)CCSc1ccc(F)cc1 | -6% | -15% | -2%
CCOc1ccccc1NC(=O)Cn1cnc2c(cnn2-c2ccc(C)c(C)c2)c1=O | 5% | 4% | 5%
CCOc1ccccc1NC(=O)CSc1nnc(-c2cnccn2)n1C | -6% | 6% | 22%
COc1ccc(-c2nn(-c3ccccc3)cc2/C=C/C(=O)OCC(=O)Nc2ccccc2C#N)cc1 | -1% | 7% | 19%
COc1cc(CNc2ccc3[nH]c(=O)[nH]c3c2)ccc1OCc1ccc(F)cc1Cl | 6%&21% | -2% | -1%&-7%
CCN1CCN(C(=O)c2ccc(C)c(S(=O)(=O)Nc3cccc(C)c3)c2)CC1 | 1% | 4% | 4%
CCn1c(SCC(=O)Nc2ccc(C(C)=O)cc2)nc2ccccc21 | 2% | 7% | -1%
COc1ccc(N/C(N)=N/c2nc(CSc3nnc(C)s3)cc(=O)[nH]2)cc1 | 1% | 1% | -4%
CCCOc1ccc(C2C(=O)N(C3CCC(C)CC3)CC(=O)N2Cc2cccc(OC)c2)cc1OC (stereo not drawn) | 0% | nt | -9%
CCCC(=O)Nc1c2c(nn1-c1cccc(Cl)c1)CS(=O)(=O)C2 | 9% | -5% | -1%
CN1CCN(S(=O)(=O)c2cc([N+](=O)[O-])ccc2N2CCCCCC2)CC1 | -3% | -4% | 2%
COc1cccc(=O)c2c(C)n(C)c(C)c12 | -2% | -10% | -16%
CC(C)(C)NC(=O)CCn1nc(-c2ccc(Cl)cc2)c2ccccc2c1=O | -8% | 5% | -2%
Cc1cccc(N2C(=O)N3[C@H](c4ccc(Cl)cc4)[C@@H]4C(=O)N(C5CCCCC5)C(=O)[C@@H]4[C@]3(Cc3ccc(Cl)cc3)C2=O)c1 | -2% | -6% | -2%
O=c1ccn(Cc2ccccc2)c(=O)n1Cc1ccccc1 | 1% | 23% | -18%
COc1ccc(Nc2nc(NCc3ccco3)nc(N3CCOCC3)n2)cc1 | -14% | 10% | -9%
Nc1cc(=O)[nH]c(SCC(=O)NCCC2=CCCCC2)n1 | 6% | nt | -8%
O=C(NCc1ccccc1Cl)C1CCCN1S(=O)(=O)c1ccc(F)cc1 (stereo not drawn) | 6% | -13% | -8%
COc1ccccc1CN1CC2(CCN(C(=O)c3cccc(F)c3)CC2)C1 | nt | -7% | -18%
C=CCCCOc1ccc(C(=O)O)cc1 | 8% | ? | -6%
Cc1ccc(NC(=O)[C@H](C)NC(=O)C2CCN(C(=O)[C@@H](N)CC(C)C)CC2)cc1 | 1% | -25% | -12%
CCOC(=O)c1ccc(NC(=O)c2cc3c(=O)n(C)c4ccccc4c3n2C)cc1 | -14% | nt | 1%
Cc1nc(N2CCN(C)CC2)c2c3c(sc2n1)CCCC3 | -1% | -17% | 5%
Cn1c(CCC(N)=O)nnc1SCC(=O)Nc1cc(S(=O)(=O)N2CCCC2)ccc1Cl | -11% | 3% | -6%
CCc1nnc(NC(=O)CSc2nc(-c3ccccc3)cc(-c3ccc(F)cc3)c2C#N)s1 | 6% | 0% | 3%
CCOC(=O)c1nnc(-c2ccccc2)nc1NCc1ccccc1 | -22% | 8% | -6%
Cc1ccc(CNC(=O)C2CCN(S(=O)(=O)N3CCC4(CC3)OCCO4)CC2)cc1 | 7% | -3% | 2%
O=c1[nH][nH]c(-c2ccccc2O)c1C(C[N+](=O)[O-])c1cccc(Cl)c1 (stereo not drawn) | 7% | 9% | -7%
Cc1ccc(/C=C/C(=O)O)cc1S(=O)(=O)NCC1CCCO1 (stereo not drawn) | -7% | -15% | -3%
CN(C)S(=O)(=O)c1cccc(C(=O)NC2CCCc3ccccc32)c1 (stereo not drawn) | 0% | 3% | -1%
CN(C)CC(C)(C)CNC(=S)Nc1cc(S(=O)(=O)N2CCOCC2)ccc1Cl | 0% | 1% | -11%
Cc1ccc(Sc2c(C)nn(C(=O)COc3ccc(F)cc3)c2C)cc1 | 17% | nt | 14%
CC1CN(S(=O)(=O)c2cccc(C(F)(F)F)c2)CN1C(=O)N1CCOCC1 (stereo not drawn) | 2% | -7% | -2%
COc1ccccc1Cn1cc(C(=O)c2ccc(F)cc2)c(=O)c2cc3c(cc21)OCO3 | 17% | nt | -3%
Cc1ccc(S(=O)(=O)NC(C)CCc2ccccc2)cc1C(N)=O (stereo not drawn) | 4% | 3% | -4%
COc1ccc(CNC(=O)COC(=O)c2cccnc2Nc2cccc(C(F)(F)F)c2)cc1 | -4% | -3% | 0%
CCOC(=O)N1CCN(c2cc(=O)n(-c3cccc(C)c3)c(=O)[nH]2)CC1 | -1% | 2% | -1%
COc1ccc(Br)cc1/C=N/n1c(C)nnc1C | 1% | 3% | -2%
O=C(N/C(=C/c1cccs1)C(=O)N1CCOCC1)c1ccco1 | -2% | 6% | 0%
CC(=O)Cn1c(=O)oc2ccccc21 | 0% | -5% | -9%
CCc1ccccc1-n1cnc2cc(C(=O)O)ccc21 | -7% | 9% | -4%
CCOc1ccc(Br)cc1S(=O)(=O)Nc1cccc(-c2ccc(OC)nn2)c1 | -19% | nt | 2%
